All columns: NCI-60 one-dose screen, growth in % after 48 h at 10 µM unless noted; 100 = growth as untreated, 0 = no growth, -100 = all killed.
HS 578T: HS 578T breast cancer. 78,000 compounds, 4.1% hits
MDA-MB-468: MDA-MB-468 breast cancer; 78,000 compounds, 8.5% hits; AID 2202374
MDA-MB-231: MDA-MB-231 breast cancer; 81,000 compounds, 5% hits
T-47D: T-47D breast cancer | 79,000 compounds, 5% hits
MCF7: MCF7 breast cancer. 82,000 compounds, 6.3% hits. AID 1794796
LOX IMVI: LOX IMVI melanoma | 79,000 compounds, 7.4% hits | AID 1794757
MALME-3M: MALME-3M melanoma. 78,000 compounds, 5.8% hits. AID 1794766
BT-549: BT-549 breast cancer. 78,000 compounds, 4.4% hits
An asterisk follows results filed as active; . = no result given. How the source made its calls: active means growth percent below 10; inactive means the rest.

Results follow in this order: HS 578T, MDA-MB-468, MDA-MB-231, T-47D, MCF7, LOX IMVI, MALME-3M, BT-549
1. O=C1C(N2CCN(c3ccccc3)CC2)=C(Cl)C(=O)c2ncccc21
  80, -63*, 75, -54*, -45*, 10, -1.9*, 97
2. Cn1cnc([N+](=O)[O-])c1S(=O)(=O)Oc1ccc(Cl)cc1
  ., 30, 65, -31*, 64, 45, -70*, 103
3. Nc1nonc1-n1nncc1-c1ccncc1
  97, 97, 113, 106, 96, 99, 101, 97
4. Cc1ccc(-c2nc3ccccn3c2-c2nnc(-c3ccsc3C)o2)cc1
  116, 95, 112, 84, 99, 101, 108, 104
5. O=[N+]([O-])c1ccc(/C=N/Nc2nnc(-c3ccncc3)o2)cc1
  104, 109, 96, 96, 97, 90, 113, 91
6. CCOc1cc(Br)cc2cc(C(=O)CSc3nc4ccccc4c(=O)n3-c3ccccc3)c(=O)oc12
  ., 89, 89, 89, 93, 92, 103, 85
7. C=C(C)[C@@H]1CC[C@]2(C(=O)NC3CCCCC3)CC[C@]3(C)[C@H](CC[C@@H]4[C@@]5(C)CCC(=O)C(C)(C)[C@@H]5CC[C@]43C)[C@@H]12
  89, 84, 87, 83, 85, 92, 84, 93
8. CCNCCCn1c2c(c3ccc([N+](=O)[O-])cc3c1=O)C(=O)c1cc(OC)cnc1-2
  8.9*, -34*, -33*, -13*, -3.1*, -91*, -62*, -16*
9. COc1ccc(CCNC(=O)/C(=C\c2ccc3c(c2)OCO3)NC(=O)c2ccccc2)cc1OC
  93, 100, 98, 98, 96, 97, 86, 115
10. COc1cc(CNC(=O)/C=C/c2ccc3c(c2)OCO3)ccc1OCc1cn(-c2cccc(C(F)(F)F)c2)nn1
  ., -21*, ., 17, 12, ., -12*, -11*
11. O=C(NN1C(=O)c2ccccc2C1=O)c1ccc(Nc2ncnc3c2cnn3-c2cccc(F)c2)cc1
  115, 100, 106, ., 99, 96, 110, 109
12. COc1ccc(C#Cc2cc(OC)c3c(c2OC)OCO3)cc1
  98, 92, 101, 87, 86, 97, 98, 105
13. CN1CCC(=O)N1
  105, 121, 105, 103, 99, 95, 103, 111
14. O=C(c1ccc2c(c1)OCO2)C(c1c[nH]c2ccccc12)c1c[nH]c2ccccc12
  81, 96, 84, 87, 78, 93, 92, 25
15. COc1cccc(-c2nn(C(C)(C)C)cc2-c2ccnc(NCCNS(=O)(=O)c3ccc(C)cc3)c2)c1
  109, 108, 109, 98, 98, 102, 113, 115
16. NC(=O)Nc1ccc(Nc2ccccc2)cc1
  97, ., 84, 86, 90, 86, 103, 72
17. O=S(=O)(c1ccc(N/N=C\c2cccc3ccccc23)cc1)c1ccc(N/N=C/c2cccc3ccccc23)cc1
  ., 107, 97, 73, 91, 99, 96, 99
18. COc1ccc2[nH]c(=O)c(CSc3ccccc3Nc3nccc(-c4ccc(C(F)(F)F)cc4)n3)cc2c1
  43, 14, 32, 11, -18*, 7.6*, 47, -10*
19. C=CC[C@]1(c2ccccc2)C(=O)C(=O)N(Cc2ccc(OC)cc2OC)[C@H]1c1cccnc1
  80, 96, 84, 85, 92, 96, 108, 105
20. CO[C@H]1/C=C/C=C/C=C/C[C@H](OC(=O)[C@@H](C)NC(=O)C2CCCCC2)[C@H](C)[C@@H](O)/C(C)=C\CCC2=CC(=O)C=C(NC(=O)C1)C2=O
  -16*, -41*, 5.4*, -15*, -11*, -39*, -8.0*, -20*
21. O=C1C[C@H](c2ccco2)Cc2ccccc2O1
  98, 97, 101, 95, 91, 97, 98, 101
22. Nc1cc([N+](=O)[O-])ccc1OCc1ccccc1
  107, 85, 102, 85, 98, 95, ., 106
23. Cc1ccc(CC(=O)c2ccccc2)cc1
  110, 108, 107, 99, 96, 97, ., .
24. COc1cc2c(c3ccccc13)CCCC2=O
  ., 107, 92, 105, 104, 94, ., 94
25. CCCSc1ccc(Nc2ncnc(N)n2)cc1
  96, 97, 96, 83, 94, 103, 109, 87
26. Cc1ccc(Nc2nc(N)nc3c2CCc2occc2-3)cc1C
  108, 67, 103, 77, 68, 94, 112, 74
27. C=CCn1c(SCC(=O)Nc2ccc(C(=O)/C=C/c3ccc(C)cc3C)cc2)nnc1-c1c[nH]c2ccccc12
  103, 90, 92, 85, 44, 83, 92, 97
28. O=C1CC2(CCCC2)Oc2cccnc21
  105, 100, 104, 101, 90, 87, 101, 98
29. CC(=O)c1cc(C(=O)c2ccc3c(c2)NC(=O)CO3)n2ccc3ccccc3c12
  63, 50, 30, 75, 64, 56, -5.6*, 78
30. Cc1ccc(S(=O)(=O)/N=c2\c3ccccc3cnn2C2=NCCN2S(=O)(=O)c2ccc(C)cc2)cc1
  97, 105, 102, 100, 92, 95, 103, 100

An excerpt from above in order of formula weight, rising.
Results follow in this order: HS 578T, MDA-MB-468, MDA-MB-231, T-47D, MCF7, LOX IMVI, MALME-3M, BT-549
28. O=C1CC2(CCCC2)Oc2cccnc21
  105, 100, 104, 101, 90, 87, 101, 98
16. NC(=O)Nc1ccc(Nc2ccccc2)cc1
  97, ., 84, 86, 90, 86, 103, 72
17. O=S(=O)(c1ccc(N/N=C\c2cccc3ccccc23)cc1)c1ccc(N/N=C/c2cccc3ccccc23)cc1
  ., 107, 97, 73, 91, 99, 96, 99

Values in list order from the list.
MDA-MB-468, nos. 21–25 → 97, 85, 108, 107, 97
HS 578T, nos. 21–25 → 98, 107, 110, ., 96

(cont.)
Results follow in this order: HS 578T, MDA-MB-468, MDA-MB-231, T-47D, MCF7, LOX IMVI, MALME-3M, BT-549
31. Nc1nc(Nc2ccccc2)c2ncn(Cc3cc4c(cc3Br)OCO4)c2n1
  34, 15, -5.1*, 72, 12, 13, 75, .
32. O=C(CCOCc1ccccc1)OCc1ccccc1
  75, 99, 88, 100, 97, 92, 104, 110
33. CCn1c2ccc(/C=N/N(C)S(=O)(=O)CCN(C)C)cc2c2cc(/C=N/N(C)S(=O)(=O)CCN(C)C)ccc21
  77, 40, 55, 89, 22, -15*, 63, 72
34. CCCCCCN(N=O)c1nc2c(c(=O)n(C)c(=O)n2C)n1C
  109, 104, 105, 84, 87, 98, 100, 91
35. O=C(CCl)Nc1ccc(NC(=O)c2cc(Cl)ccc2O)c(Cl)c1
  87, 80, 88, 81, 29, -88*, 82, 66
36. CC(=O)Oc1ccc(OCc2ccccc2)c(OCc2ccccc2)c1
  106, 97, 77, 87, 99, 97, 108, 102
37. O=C1C(Cl)=C(Nc2ccc(O)cc2)C(=O)N1Cc1ccc(Cl)cc1
  79, 5.9*, 74, 67, 18, 58, 76, 43
38. CCNC(=S)Nc1ccc(S(=O)(=O)Nc2ccc(Cl)nn2)cc1
  105, 94, 102, 115, 97, 101, 104, 113
39. CC(=O)c1c(C)nc2ccccc2c1/C=C/c1ccc(Br)cc1
  99, 36, 88, 41, 55, 76, 101, 78
40. O=C(O)/C(=C\c1ccccc1[N+](=O)[O-])c1ccc2c(c1)OCO2
  87, 62, 92, 85, 101, 92, 92, 111
41. O=C1C2=C(Nc3cc(Cl)ccc3N2)OC1c1c[nH]c2ccc(COc3ccccc3)cc12 (stereo unspecified)
  30, 48, 60, 68, 64, 70, 74, 27
42. O=C(NCCCO)c1cc(Cl)ccc1O
  19, -12*, 28, 30, 19, 13, 0.9*, 19
43. O=C(N/N=C/c1ccc([N+](=O)[O-])cc1)c1ccc2nc(-c3ccc(Cl)cc3)[nH]c2c1
  37, -39*, 77, 11, 0.7*, -0.9*, 7.8*, 14
44. COc1cc(CNc2cc(C(C)(C)C)nn2-c2ccccc2)cc(OC)c1OC
  94, 112, 95, 80, 82, 97, 100, 121
45. c1ccc2cc(C[n+]3ccn(CCCCn4cc[n+](Cc5ccc6ccccc6c5)c4)c3)ccc2c1
  87, 55, 94, 58, 82, 82, 59, 54
46. COc1ccc2c(c1)[nH]c(=O)c1c3cc(OC)c(OC)cc3cn21
  ., 11, 26, 74, 17, 9.3*, 57, 11
47. CC/C(Cc1ccccc1)=C(/c1ccc(O)cc1)c1ccc(OCCN2CCCC2)cc1
  -28*, -82*, -61*, -25*, -68*, -100*, -72*, 45
48. CC(=O)Nc1ccccc1C(=O)O
  103, 106, 95, 103, 100, 96, 118, 101
49. COc1cccc2cc(-c3cc4ccccc4[nH]3)/c(=N/C(=O)Nc3ccc(C)cc3)oc12
  90, 108, 68, ., 91, 92, 82, 98
50. CCOP(=O)(OCC)C(NC(=O)c1ccc(C)cc1)C1=NCCS1 (stereo unspecified)
  109, 117, 110, 89, 104, 102, 102, 115
51. Oc1ccc(Cc2ccccc2Cl)c(O)c1
  94, 98, 72, 84, 119, 86, ., 99
52. NC(=O)Nc1ccc(Cl)cc1
  ., 104, 112, 103, 108, 105, 105, 104
53. CSc1nc2c([nH]1)c(=S)n(C)c(=O)n2C
  102, 107, 125, 100, 107, 95, ., 99
54. Oc1cc(C(Nc2ncccn2)c2cc3c(cc2O)OCO3)ccc1F (stereo unspecified)
  93, 89, 101, 99, 96, 95, 102, 93
55. N=c1c2c(-c3ccccc3)c(-c3ccccc3)oc2ncn1N1C(=O)c2ccccc2C1=O
  96, ., 98, 90, 103, 99, 106, 98
56. N#Cc1nc(-c2ccccc2)oc1N1CCN(c2ccccc2)CC1
  107, 100, 106, 97, 95, 111, 104, 116
57. CC(C(O)C(F)(F)F)[N+](=O)[O-] (stereo unspecified)
  88, 95, 101, 95, 92, 101, 96, 83
58. O=C(Nc1nc(-c2ccc(Br)cc2)cs1)c1ccccc1CN1C(=O)c2ccccc2C1=O
  110, 106, 99, 93, 94, 100, 103, 102
59. CC(O)c1cccc(N)c1 (stereo unspecified)
  78, 87, 95, 103, 91, 93, 105, 106
60. O=C(O)c1cccc2c1-c1ccc([N+](=O)[O-])cc1C2=O
  100, 102, 121, 80, 98, 94, 114, 109
61. CC(=O)c1ccccc1OC(=O)c1ccccc1
  91, 103, 106, 86, 88, 96, 113, 110
62. Cc1ccc(NC(=O)n2ncc3cc(Nc4ncnc5ccccc45)ccc32)cc1Cl
  121, 79, 118, 85, 56, 96, 71, 81
63. N#Cc1ccoc1
  114, 110, 122, 101, 94, 99, 103, 100
64. O=C1CCC/C=C\C[C@H]2C=CC(=O)/C2=C/C[C@H](C/C=C\CC(F)(F)F)O1
  23, -46*, 18, 6.6*, 6.2*, -88*, -12*, -18*
65. COc1cc(-c2cc(/C=C3\C(=O)Nc4ccccc43)[nH]n2)cc(OC)c1OC
  50, 82, 50, 21, ., 39, 1.2*, 35
66. COc1ccc(OC)c(/C=C/c2nc(SC)n(-c3ccc(Cl)cc3)n2)c1
  91, 25, 92, 43, 47, 83, 45, 80
67. Cc1c(C(N)=O)sc2c1c(=O)n(Cc1ccccc1)c1nnc(S(=O)(=O)CC(=O)NCc3ccccc3)n21
  106, 102, 129, 132, 102, 101, 113, 93
68. O=C1/C(=C/c2cccc(F)c2)CN(C(=O)C(Cl)Cl)C/C1=C\c1cccc(F)c1
  -14*, -47*, -64*, -26*, -47*, -92*, -36*, -81*
69. CC(=O)Nc1nonc1-n1nnc(-c2csc(N)n2)c1C
  95, 100, 115, 107, 93, 100, 114, 99
70. CCCCCc1ccc(S(=O)(=O)Nc2cc(-c3csc(N)n3)ccc2OC)cc1
  97, 79, 92, 83, 66, 107, 96, 102
71. C1OC1CN1CCC(C2CCN(CC3CO3)CC2)CC1 (stereo unspecified)
  73, 77, 99, 92, 47, 74, 69, 87
72. C=CCn1c(-c2cc3ccc2CCc2ccc(cc2)CC3)n[nH]c1=S
  91, 105, 97, 94, 93, 95, 91, 105
73. C#CCOc1ccc(/C=N/Nc2nc(-c3cc4cc(OC)ccc4oc3=O)cs2)cc1OC
  68, 43, 44, 52, 57, 23, 2.6*, 54
74. Cc1cc(NS(=O)(=O)c2ccc(N=C3NC(=O)/C(=C/c4coc5ccccc5c4=O)S3)cc2)no1
  98, 105, 102, 101, 98, ., 109, 105
75. CCOC(=O)/C=C1\S/C(=N\Nc2cc(=O)[nH]c3ccc(OC)cc23)N(c2ccccc2)C1=O
  103, 101, 107, 74, 69, 97, 101, 100
76. O=C(Nc1ccc(F)cc1)C1CCN(S(=O)(=O)c2ccc(Cl)cc2)CC1
  86, ., 94, 83, 76, 89, 94, 90

Of the compounds above, these have a tert-butyl group.
Results follow in this order: HS 578T, MDA-MB-468, MDA-MB-231, T-47D, MCF7, LOX IMVI, MALME-3M, BT-549
15. COc1cccc(-c2nn(C(C)(C)C)cc2-c2ccnc(NCCNS(=O)(=O)c3ccc(C)cc3)c2)c1
  109, 108, 109, 98, 98, 102, 113, 115
44. COc1cc(CNc2cc(C(C)(C)C)nn2-c2ccccc2)cc(OC)c1OC
  94, 112, 95, 80, 82, 97, 100, 121

Assay outcomes as filed in PubChem BioAssay.

An unsorted share of the library; about 12% have a hit in one of these screens.
